Source: PubChem BioAssay
PME-1 inh: PME-1 (human) inhibition; Q9Y570; recombinant PME-1, FP-Rh probe fluorescence polarization; inhibition, % at 5.9 µM; actives 0.53% (n = 320,000);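 active = inhibition above the campaign mean of all compounds plus 3 SD, cut at about 26% in these data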;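 note: competitive labeling of PME-1 active site by serine hydrolase directed probe; 0% = PME-1 with DMSO and 100% = wells lacking PME-1 enzyme; inhibitors block probe labeling so polarization falls and inhibition rises; many of its hits are not listed in these tables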
BCLXL inh: blocks human Bcl-xL binding to Bim BH3 peptide; actives 0.7% (n = 320,000); Q07817; GST-Bcl-xL / FITC-Bim BH3 peptide fluorescence polarization; inhibition, % at 10.9 µM; AID 2129;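 active = inhibition above the mean of all tested compounds plus 3 SD, cutoff set per campaign, cut at about 30% in these data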;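 note: 0% = DMSO wells and 100% = unlabeled Bim-BH3 peptide competitor; inhibitors lower millipolarization by displacing the labeled peptide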
Target sequence (Q07817 whole entry, looked up): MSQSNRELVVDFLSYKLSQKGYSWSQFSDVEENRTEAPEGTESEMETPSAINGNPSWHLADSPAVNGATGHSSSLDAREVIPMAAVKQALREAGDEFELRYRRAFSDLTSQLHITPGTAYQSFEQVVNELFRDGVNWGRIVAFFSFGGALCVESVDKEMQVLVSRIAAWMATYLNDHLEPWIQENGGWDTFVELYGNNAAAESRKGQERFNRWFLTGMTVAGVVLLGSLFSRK
PAFAH1B2 inh: inhibitors of human PAFAH1B2 | recombinant PAFAH1B2, FP-rhodamine activity probe, fluorescence polarization | actives 1.2% (n = 340,000) | P68402 | inhibition, % at 3.39 µM;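 active = inhibition above the mean of all tested compounds plus 3 SD, cut at about 24% in these data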;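 note: 0% = enzyme with DMSO and 100% = wells lacking PAFAH1B2; many of its hits are not listed in these tables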
Target sequence (P68402 whole entry, looked up): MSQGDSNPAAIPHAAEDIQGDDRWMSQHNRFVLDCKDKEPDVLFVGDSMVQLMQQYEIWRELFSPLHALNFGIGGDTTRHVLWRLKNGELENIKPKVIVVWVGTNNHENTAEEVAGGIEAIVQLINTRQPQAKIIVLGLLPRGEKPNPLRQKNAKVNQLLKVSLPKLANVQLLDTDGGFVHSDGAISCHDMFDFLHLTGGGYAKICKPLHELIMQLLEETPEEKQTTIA
Fam108B inh: counter-screen for RBBP9 inhibitors: inhibitors of mouse Fam108B; recombinant Fam108B, FP-Rh probe fluorescence polarization; inhibition, % at 9.51 µM; actives 0.33% (n = 300,000); AID 1947;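 active = inhibition above the screen mean inhibition plus 3 SD, computed separately per campaign, cut at about 18% in these data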;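 note: inhibitors lower polarization as less probe binds the enzyme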
GLD-1 RNA inh: GLD-1-TGE RNA interaction inhibition (C. elegans); purified GLD-1 + fluorescein TGE RNA, fluorescence polarization; inhibition, % at 5.96 µM; actives 0.44% (n = 320,000);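 active = percent inhibition above a per-plate cutoff, the plate mean of test compounds plus 3 SD, cut at about 30% in these data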;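 note: 0% = DMSO wells with GLD-1 and probe and 100% = wells lacking GLD-1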
MCL1 BIM primary: disrupts human MCL1 binding to BIM-BH3 peptide. inhibition, % at 10.9 µM. Q07820. GST-MCL1 / FITC-Bim-BH3 fluorescence polarization. AID 2057. actives 0.68% (n = 320,000);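 active = inhibition above the mean inhibition of all tested compounds plus 3 SD, set per campaign, cut at about 40% in these data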;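 note: 0% = DMSO wells and 100% = unlabeled Bim-BH3 peptide control; higher means more loss of mP so more displacement of Bim peptide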
AHR activator: human AHR activation; P35869; AHR-responsive luciferase reporter cells, luminescence; activation, % at 5 µM; actives 2.5% (n = 320,000); AID 2796; in the data active = activation above about 47%;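 note: 0% = vehicle wells and 100% = reference agonist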
MEX-5 binding: C. elegans MEX-5 TCR-2 RNA binding activity | MEX-5/FITC-TCR2 RNA binding, fluorescence polarization; hits give low values | activity score (negative = inhibition of binding), % at 10 µM | AID 1832 | Q9XUB2 | actives 0.38% (n = 300,000);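 active = inhibition past about -25% in most replicates, and total fluorescence under double the plate's negative control median, limit read from the data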;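 note: 0% = DMSO and -100% = 5 µM competing unlabeled TCR2 RNA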
Target sequence (Q9XUB2 whole entry, looked up): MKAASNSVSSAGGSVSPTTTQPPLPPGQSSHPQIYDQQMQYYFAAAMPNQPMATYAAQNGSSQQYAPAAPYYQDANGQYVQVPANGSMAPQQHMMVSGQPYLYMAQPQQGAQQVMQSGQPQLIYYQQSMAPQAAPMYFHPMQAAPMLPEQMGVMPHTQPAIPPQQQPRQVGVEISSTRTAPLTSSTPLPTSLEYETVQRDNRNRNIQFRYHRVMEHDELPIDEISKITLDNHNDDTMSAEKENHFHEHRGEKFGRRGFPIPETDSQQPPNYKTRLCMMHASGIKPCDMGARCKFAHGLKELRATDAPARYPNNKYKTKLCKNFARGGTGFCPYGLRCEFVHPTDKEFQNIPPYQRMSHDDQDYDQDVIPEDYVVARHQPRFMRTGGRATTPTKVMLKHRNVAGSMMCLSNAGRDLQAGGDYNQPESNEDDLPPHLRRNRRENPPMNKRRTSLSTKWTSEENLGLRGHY
pPAFAH inh: inhibitors of human plasma PAF acetylhydrolase (pPAFAH); recombinant pPAFAH, FP-rhodamine probe fluorescence polarization; inhibition, % at 3.39 µM; actives 1.5% (n = 330,000);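 active = inhibition above the mean inhibition across the screen plus 3 SD, cut at about 25% in these data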;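 note: inhibitors block binding of the rhodamine activity-based probe so polarization drops; 0% = enzyme with DMSO and 100% = wells lacking pPAFAH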
* = called active by the depositor; / = no result given.

SMILES	PME-1 inh	BCLXL inh	PAFAH1B2 inh	Fam108B inh	GLD-1 RNA inh	MCL1 BIM primary	AHR activator	MEX-5 binding	pPAFAH inh
COc1cccc(N2C(=O)C3CCCN3C2c2ccc(Cl)cc2)c1 (configuration not stated)	2	1	-2	-1	-2	6	1	2.1	-1
CCn1c(C)nnc1SCC(=O)Nc1ccccc1OC	-4	-2	2	-1	7	3	-5	0.2	-7
COc1cccc(C(=O)Nc2nnc(-c3ccc(F)cc3)o2)c1	-5	5	6	0	0	9	4	-2.4	4
CCN1CCN(c2cc(C)c3cc(NC(=O)c4ccc(C)c(C)c4)ccc3n2)CC1	7	5	4	3	1	3	-2	0.3	13
CCOc1ccc(NC(=S)NN2CCN(C)CC2)cc1	-6	3	0	-1	1	4	-1	-1.1	4
O=C(COc1ccc(Cl)cc1)OCC(=O)N1CCCC1	9	2	5	-1	3	1	-2	0.7	16
CN1CCN(S(=O)(=O)c2ccc(N3CCN(C(=O)c4ccccc4)CC3)nc2)CC1	-4	2	1	0	5	-3	0	0.4	2
CCCN1CCN(CCCNC(=O)c2cc3c(=O)oc4ccc(C)cc4c3s2)CC1	5	10	-5	4	-1	2	1	2.0	3
CCCn1nc(Oc2nc(NCC)nc(NC(C)C)n2)ccc1=O	-4	0	-2	2	0	-2	7	-1.4	4
Cc1cc2nnc(SCC(=O)N3C(C)CCCC3C)n2c(N)n1 (configuration not stated)	-1	1	0	1	7	3	1	-0.7	2
O=C(NCCc1ccccc1)C(=O)NCC1OCCN1S(=O)(=O)c1ccccc1 (configuration not stated)	-3	4	10	-2	4	4	7	/	14
CN(C)S(=O)(=O)c1ccc(C(=O)N(c2ccccn2)c2ccccn2)cc1	-2	4	-3	2	4	-2	-2	-0.9	4
Cc1ccc(C2=NC3(CCCC3)N=C2SCC(=O)Nc2ccc3c(c2)OCCO3)cc1	-2	0	1	1	8	-4	2	2.1	10
Fc1cccc(NC(=S)NCc2ccc(Cl)cc2)c1	4	5	0	-1	4	8	-1	1.2	-4
CCOc1ccc(=O)n(-c2ccccc2)n1	2	6	4	4	-3	6	1	1.5	0

Brought forward from above: 2 compounds, then new ones.
SMILES	PME-1 inh	BCLXL inh	PAFAH1B2 inh	Fam108B inh	GLD-1 RNA inh	MCL1 BIM primary	AHR activator	MEX-5 binding	pPAFAH inh
Fc1cccc(NC(=S)NCc2ccc(Cl)cc2)c1	4	5	0	-1	4	8	-1	1.2	-4
CCOc1ccc(=O)n(-c2ccccc2)n1	2	6	4	4	-3	6	1	1.5	0
O=C(COC(=O)c1ccc2c(c1)OCO2)Nc1ccccc1F	-4	-3	2	/	3	-5	0	/	6
CN(CC(=O)Nc1ccc(F)cc1)C(=O)COC(=O)CNC(=O)c1sc2ccccc2c1Cl	3	4	4	1	5	3	0	2.2	1
C=CCC1(CC=C)CCCN1C(=O)c1cc(COc2cncc(Cl)c2)on1	7	7	24	-2	-2	6	19	-1.6	4
CC(C)(C)c1ccc(C(=O)N2CCN(c3nc4ccccc4o3)CC2)cc1	-4	5	2	-1	-2	-2	-2	0.9	5
O=C(CCSCc1ccccc1Cl)NCc1cccs1	-5	5	0	-1	5	1	0	0.5	-3
COc1ccccc1N1CCN(S(=O)(=O)c2ccc3c(c2)NC(=O)C(C)C(=O)N3)CC1 (configuration not stated)	8	7	7	1	3	9	5	-2.8	-3
C=CCn1c(=O)c2ccccc2n2c(SCC(=O)Nc3sc(C(=O)N(CC)CC)c(C)c3C(=O)OCC)nnc12	5	4	-1	-1	9	-3	6	1.2	-5
COc1ccc(NC(=O)Cn2c(=O)n(Cc3ccco3)c(=O)c3ccccc32)cc1	-3	4	0	-6	0	7	0	1.2	-5
COc1cc(NC(=O)Cn2nc(C(F)(F)F)c3c2CCCC3)cc(OC)c1OC	-13	5	4	2	2	6	14	5.2	4
O=C(NNC(=O)c1cccnc1SCc1cccc([N+](=O)[O-])c1)c1ccc(F)cc1	3	1	5	9	7	2	1	-1.0	4
C#CCOCCOCCOCCNc1nc(N2CCN(C(=O)[C@H]([C@@H](C)CC)n3cc([C@@H](N)CC(C)C)nn3)CC2)nc(N2CCN(C(=O)[C@H](CCCCN)n3cc([C@@H](N)CO)nn3)CC2)n1	3	2	4	-2	0	2	2	2.6	1
Cc1cnc(-c2nnc(N(C)C(=O)c3cccnc3)s2)cn1	19	-1	1	3	-6	6	24	-0.7	0
Cc1cc(/C=N/NC(=O)C(=O)NCc2ccccn2)c(C)n1-c1cccc(Br)c1	-1	3	-2	-4	-5	3	-1	0.3	10
Cc1ccccc1N=Cc1cc2c(cc1[N+](=O)[O-])OCO2	1	12	2	7	-1	25	6	-2.1	22
COc1ccc(NC(=O)CSc2nc3c(c(=O)n2-c2ccc(F)cc2)SCC3)cc1	-1	0	5	1	-1	1	7	1.1	3
Cc1c(Cl)c([N+](=O)[O-])nn1CCCC(=O)Nc1cccc(Cl)c1	7	-3	4	-1	-2	-2	-1	-3.4	2
O=C(NC1CCCC1)C1CCC(=O)N1CCc1ccccc1 (configuration not stated)	-5	3	-2	2	2	-13	-1	1.3	3
Cn1cc([N+](=O)[O-])c(C(=O)Nc2ccc(C3CCCCC3)cc2)n1	-10	4	10	-2	6	8	1	1.5	9
COC(=O)c1ccc(COc2ccc(C(=O)c3ccccc3)cc2)o1	2	7	3	2	8	3	6	-1.6	8
N#C/C(=C(/O)COC(=O)COc1cccc(Br)c1)c1nc2ccccc2[nH]1	-15	-1	2	-1	-9	-11	4	-3.4	13
CCCN1C2CCCC1CC(NC(=S)Nc1cccc(C)c1C)C2 (configuration not stated)	4	-1	1	2	-4	3	1	-0.6	-2
CNC(=O)c1ccc(NC(=O)Cc2ccc(S(=O)(=O)N3CCOCC3)s2)cc1	-4	-1	4	3	5	-2	1	-0.1	2
CCOc1ccccc1NC(=O)CC1Nc2ccccc2NC1=O (configuration not stated)	8	14	3	1	4	6	78*	2.6	1
COc1ccc(/C=C/c2nnc(NC(=O)CSc3ccc(Cl)cc3)s2)cc1	-3	-2	-21	-10	-1	-2	9	-5.7	5
Cc1cc(CNC(=O)C(C)Cc2ccccc2)nn1C (configuration not stated)	3	3	5	2	-1	-2	8	-5.5	1
Cc1[nH]c(=O)[nH]c(=O)c1/C=N/NC(=O)CCCCCNC(=O)OC(C)(C)C	0	0	0	2	-4	-1	3	-1.7	-2
CSCC[C@H](NC(=O)[C@H](Cc1ccccc1)n1c(=O)[nH]c2ccccc2c1=O)C(=O)N[C@@H](Cc1ccccc1)C(=O)O	-1	3	4	1	4	4	-1	-1.3	2
O=C(COC(=O)c1cc(=O)[nH]c2ccccc12)c1ccc(Br)cc1	9	3	6	2	-5	3	2	-0.9	2
O=[N+]([O-])c1ncccc1OCc1ccccc1Br	-4	0	7	1	2	-7	1	0.1	13
Cc1ccc(C)c(C(=O)N(Cc2nc(-c3ccc(Cl)cc3)no2)C(C)C)c1	-1	-5	-1	1	-4	-1	-3	0.3	27*
COc1ccc(OC)c(S(=O)(=O)Nc2cccc(O)c2)c1	0	0	-3	0	4	1	-1	-1.5	6
O=C(c1c(O)cc(O)cc1O)C1c2c(cc(O)c3c2O[C@H](c2ccc(O)cc2)[C@@H](O)C3)OC1c1ccc(O)cc1 (some centres not stated)	-10	-1	14	/	10	-3	1	/	12
CCOC(=O)CCc1c(C)c2ccc(OCC(=O)N(CC)CC)c(C)c2oc1=O	2	3	-2	3	3	3	0	-0.1	7
COC(C(=O)Nc1cc([N+](=O)[O-])ccc1C)c1ccccc1 (configuration not stated)	-1	3	11	4	-3	-3	4	-0.8	2
O=c1oc2ccc([N+](=O)[O-])cc2c(N2CCOCC2)c1[N+](=O)[O-]	-5	0	/	1	8	-8	-2	2.1	4
O=C1OC(Cc2ccncc2)C(O)=C1C1=NCCCN1 (configuration not stated)	-6	2	1	-5	4	-4	1	-1.2	-3
O=C(C[n+]1ccccc1)N/N=C/c1ccccc1F	-1	7	/	1	9	1	0	-1.7	4
Cc1ccc(CC2CC(=O)N(Cc3ccco3)C2=O)cc1 (configuration not stated)	2	-1	3	1	-9	0	2	-0.6	1
COc1ccc(S(=O)(=O)c2ccccc2)cc1NS(=O)(=O)c1cccc(C(=O)O)c1	1	-1	11	/	4	0	2	/	-1
CN1CCC(=O)N([C@H](CN=[N+]=[N-])c2ccccc2)CC1	2	2	2	-5	2	0	14	-1.8	-6
Cc1nnc(NC(=O)CSc2ncnc3c2cnn3-c2ccccc2C)s1	-1	-1	-2	8	5	2	1	-2.5	-2
Cc1cc(=O)oc2cc(OCC(=O)NC3CCN(Cc4ccccc4)CC3)c(Cl)cc12	-2	1	5	3	9	2	-1	-1.9	5
Cc1onc(-c2c(F)cccc2Cl)c1C(=O)NC(=S)Nc1c(C)n(C)n(-c2ccccc2)c1=O	-1	10	1	0	7	16	0	0.4	5
COC(=O)c1cnc(SCC(=O)c2ccccc2)n1C	-1	6	5	0	2	2	4	-0.4	6
O=C(CN1C(=O)C2C3C=CC(C3)C2C1=O)Nc1ccc(C(=O)O)cc1 (configuration not stated)	1	1	4	0	-2	-1	0	1.1	-7
O=C(Nc1ccc2c(c1)C(=O)N(c1ccccc1)C2=O)C1CCCO1 (configuration not stated)	-13	6	0	2	6	6	-3	-3.9	3

An excerpt of these results, bar-delimited.
molecule | PME-1 inh | BCLXL inh | PAFAH1B2 inh | Fam108B inh | GLD-1 RNA inh | MCL1 BIM primary | AHR activator | MEX-5 binding | pPAFAH inh
O=C1OC(Cc2ccncc2)C(O)=C1C1=NCCCN1 (configuration not stated) | -6 | 2 | 1 | -5 | 4 | -4 | 1 | -1.2 | -3
COC(C(=O)Nc1cc([N+](=O)[O-])ccc1C)c1ccccc1 (configuration not stated) | -1 | 3 | 11 | 4 | -3 | -3 | 4 | -0.8 | 2
O=C(Nc1ccc2c(c1)C(=O)N(c1ccccc1)C2=O)C1CCCO1 (configuration not stated) | -13 | 6 | 0 | 2 | 6 | 6 | -3 | -3.9 | 3
O=c1oc2ccc([N+](=O)[O-])cc2c(N2CCOCC2)c1[N+](=O)[O-] | -5 | 0 | / | 1 | 8 | -8 | -2 | 2.1 | 4
COC(=O)c1cnc(SCC(=O)c2ccccc2)n1C | -1 | 6 | 5 | 0 | 2 | 2 | 4 | -0.4 | 6
Cc1cc(=O)oc2cc(OCC(=O)NC3CCN(Cc4ccccc4)CC3)c(Cl)cc12 | -2 | 1 | 5 | 3 | 9 | 2 | -1 | -1.9 | 5

These rows are one share of the data; count on the stated rates, not on these rows.
